PostGolgi ctrl = growth inhibition of yeast control strain, primary screen, counter-screen for post-Golgi transport modulator project. efflux-deficient yeast background strain, growth absorbance A615, 16 h. inhibition, % at 10 µM. 98,000 tested, 5% active. AID 738, 2007
PostGolgi yeast = phenotypic screen on post-Golgi transport, primary screen | post-Golgi transport phenotypic cell assay | inhibition, % at 10 µM | 98,000 tested, 0.9% active;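 note: yeast cells grown in 1536-well plates; yeast grown about 18 h at 30C before absorbance read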
An asterisk follows results filed as active; x = not tested or not shown. Cut-off read from the data, not from the text of the source: active = inhibition above about 30%; inactive = the rest.

The opening 6 compounds as a preview:
SMILES	PostGolgi ctrl	PostGolgi yeast
CC(C)(C)NC(=O)CSc1nnc(-c2ccccn2)n1-c1ccccc1	x	2
Cc1nnc(NC(=O)CSc2nc3c(c(=O)n2CCc2ccccc2)SC(C)C3)s1 (centres undefined)	17	4
CCC1(C)Cc2c(sc3c2c(=O)n(C)c2nnc(SCCc4ccccc4)n32)CO1 (centres undefined)	12	2
Cc1cc(OCCCn2ccnc2)cc(C)c1Cl	7	2
CC1(C)CC(=O)C2=C(C1)OC(N)=C(C#N)C2c1ccccc1OC(=O)N1CCOCC1 (centres undefined)	-5	12
CN(C)CC1(c2ccccc2)CCCC1	5	-4

This part in full, repeating the preview:
SMILES	PostGolgi ctrl	PostGolgi yeast
CC(C)(C)NC(=O)CSc1nnc(-c2ccccn2)n1-c1ccccc1	x	2
Cc1nnc(NC(=O)CSc2nc3c(c(=O)n2CCc2ccccc2)SC(C)C3)s1 (centres undefined)	17	4
CCC1(C)Cc2c(sc3c2c(=O)n(C)c2nnc(SCCc4ccccc4)n32)CO1 (centres undefined)	12	2
Cc1cc(OCCCn2ccnc2)cc(C)c1Cl	7	2
CC1(C)CC(=O)C2=C(C1)OC(N)=C(C#N)C2c1ccccc1OC(=O)N1CCOCC1 (centres undefined)	-5	12
CN(C)CC1(c2ccccc2)CCCC1	5	-4
CCOc1nc(C#N)nc(N2CCCCC2)n1	3	-4
CCCC(=O)C1=C(SCC)CC(C)(C)C(C(=O)OC)C1=O (centres undefined)	23	5
O=C(O)c1cccc(Nc2ncnc3ccccc23)c1	6	-5
N#CCn1c(C2CCCCC2)nc2ccccc2c1=O	2	-14
O=C(c1cccc(Cl)c1)N1CCN(Cc2ccncc2)CC1	-1	-7
c1ccc2[nH]c(CSc3nnc(-c4ccncc4)o3)nc2c1	12	1

Looked up by compound from the entries so far:
SMILES	PostGolgi ctrl	PostGolgi yeast
CCOc1nc(C#N)nc(N2CCCCC2)n1	3	-4
CN(C)CC1(c2ccccc2)CCCC1	5	-4
O=C(c1cccc(Cl)c1)N1CCN(Cc2ccncc2)CC1	-1	-7
c1ccc2[nH]c(CSc3nnc(-c4ccncc4)o3)nc2c1	12	1

New compounds follow:
SMILES	PostGolgi ctrl	PostGolgi yeast
CCOc1ccc(CCNC(=O)C2CCCN(c3nn4c(=O)cc(C)nc4s3)C2)cc1OCC (centres undefined)	5	-1
CCCCCn1c(=O)c(C(=O)OCC)c(O)c2ccccc21	-5	2
O=C(COC(=O)c1ccccc1Oc1ccccc1)NCc1ccco1	2	-9
COCCn1c(SCC(=O)Nc2ccc3c(c2)OCCO3)nc2c(c1=O)SC(C)C2 (centres undefined)	2	1
Cc1ccccc1NC(=O)c1cc(S(=O)(=O)N2CCOCC2)ccc1F	19	-3
Cc1ccc2[nH]c(=O)c(CN(Cc3cccs3)Cc3nnnn3Cc3ccccc3)cc2c1	8	3
CCCc1c(O)nc(SCCN(CCC)CCC)[nH]c1=O	5	25
CCCCCCn1c(CN2CCN(C)CC2)nc2c1c(=O)n(C)c(=O)n2C	14	6
CN(C)C(CNC(=O)c1cccs1)c1cccnc1 (centres undefined)	1	0
O=C(NCc1ccco1)c1nc(-c2ccccc2)n(-c2ccccc2)n1	12	3
CCOC(=O)c1c(C)[nH]c(C)c1C(=O)CSc1nc(N)cc(N)n1	18	5
CCCNS(=O)(=O)c1cc(Br)cc2c1N(C(=O)CC)CC2	34*	11

Single values from above:
Reading for CCCC(=O)C1=C(SCC)CC(C)(C)C(C(=O)OC)C1=O (centres undefined) under PostGolgi ctrl: 23
Reading for Cc1ccc2[nH]c(=O)c(CN(Cc3cccs3)Cc3nnnn3Cc3ccccc3)cc2c1 under PostGolgi ctrl: 8
Reading for Cc1cc(OCCCn2ccnc2)cc(C)c1Cl under PostGolgi yeast: 2
Reading for O=C(COC(=O)c1ccccc1Oc1ccccc1)NCc1ccco1 under PostGolgi ctrl: 2
Reading for CC(C)(C)NC(=O)CSc1nnc(-c2ccccn2)n1-c1ccccc1 under PostGolgi yeast: 2

Additional results follow:
SMILES	PostGolgi ctrl	PostGolgi yeast
O=c1[nH]c(SCc2ccccc2Cl)nc2c1cnn2-c1ccccc1	42*	-13
CCC(CC)C(=O)Nc1cc(C)cc(C)c1	3	4
CCOC(=O)CNc1c(-c2ccc(Cl)cc2)nc2cnccn12	4	5
O=C(Cn1ncc2ccccc21)N1CCc2ccccc21	11	3
COCC(=O)NC(C)c1nc2ccccc2[nH]1 (centres undefined)	-3	15
CC(C)Cn1c(SCc2nnc(-c3cccs3)o2)nc(O)cc1=O	13	4
CCOc1cc(C#N)c(NC(=O)c2ccnn2C)cc1OCC	0	-2
COc1ccc(-n2nc(C(=O)Nc3ccc4c(c3)OCO4)c3ccccc3c2=O)cc1	8	7
COc1ccc(CC(=O)Nc2ccc(N3CCN(c4ccc(OC)cc4)CC3)c(C#N)c2)cc1	-4	2
Cc1noc(C)c1CSCC(=O)OCc1nc2ccccc2c(=O)n1CC#N	4	2
COC(=O)N1CC(C)N(C(=O)OC)CC1C (centres undefined)	6	16
O=C1CNC(=O)/C1=C\N1CCCCC1	8	8

Part of the list above, with values under each structure:
Below each SMILES – PostGolgi ctrl | PostGolgi yeast
> COCC(=O)NC(C)c1nc2ccccc2[nH]1 (centres undefined)
  -3 | 15
> CC(C)Cn1c(SCc2nnc(-c3cccs3)o2)nc(O)cc1=O
  13 | 4

Remaining list, next part
SMILES	PostGolgi ctrl	PostGolgi yeast
CCOC(=O)c1cc(-c2ccccc2)n(CC(=O)O)c1C	-8	11
COC(=O)c1cn(C(=O)c2ccc(Br)o2)c2ccccc12	12	0
Cc1nn(CCc2nc(-c3ccco3)cs2)c2[nH]c(=O)cc(C(F)(F)F)c12	26	3
N#CCCN1CCN(S(=O)(=O)c2ccc(S(=O)(=O)NCc3ccccc3)cc2)CC1	-2	-3
O=C(Nc1ccccc1Oc1ccccc1)C1CC1	4	18
CCSc1nnc(Cn2c(=O)sc3ccccc32)n1C	4	0
Cc1ccc(-c2nnc(N3CCN(C(=O)c4ccco4)CC3)c3ccccc23)cc1	24	0
CC(CC(=O)O)CC1=NS(=O)(=O)c2ccccc2N1 (centres undefined)	3	2
CC(C)NC(=O)NC(=O)COc1ncnc2sccc12	-6	12
Cc1ccc(NC(=O)CCCC(=O)O)c(Br)c1	8	3
Cc1ccc2c(c1)c1c3n2CCN=C3CCC1	1	6
CC(=O)N1CCCc2cc(S(=O)(=O)N3CCc4ccccc4C3)ccc21	12	-3
CC(=O)Nn1c(C)nnc1-n1nc(C)cc1C	-5	0
CCc1ccc2oc(-c3cc(N)ccc3Cl)nc2c1	35*	1
CN1CCN(c2nc(NCCOC34CC5CC(CC(C5)C3)C4)nc(OCC(F)(F)F)n2)CC1	0	-4
C=CCN=C(NC#N)SCCc1ccccc1	5	2
Cc1c(C(=O)NCc2cccnc2)oc2ccc(S(=O)(=O)N3CCCC(C)C3)cc12 (centres undefined)	33*	6
CCCCN(C(=O)NC(=O)C1=C(N2CCOCC2)/C(=C/c2ccccc2)CC1)S(C)(=O)=O	1	18
Cn1cnnc1SCC(=O)c1c[nH]c2ccccc12	2	-6
CC(C)c1cc(NCCCN2CCOCC2)n2c(nc3ccccc32)c1C#N	1	-8
CN1CCc2c(sc3c2C(=O)NC(c2cccc(OC(=O)c4cccs4)c2)N3)C1 (centres undefined)	9	4
Cc1ccc(-n2ncc(C#N)c2/N=C/N2CCCCCC2)cc1	15	-1
COc1cccc(N2CC(C(=O)NC3CCCCC3)CC2=O)c1 (centres undefined)	2	2
CN(C)c1ccc(-c2nn3c(-c4ccc(Cl)cc4Cl)nnc3s2)cc1	-1	-1
CCCCN(C)S(=O)(=O)c1cc(Br)cc2c1N(C(=O)C1CC1)CC2	23	-1
CC(=O)N1CCc2cc(S(=O)(=O)NCCC(=O)Nc3ccc4c(c3)OCCO4)ccc21	-1	6
CC(C)(C)NC(=O)NC(=O)COC(=O)c1ccco1	-9	2
CCC(Sc1nc2n[nH]c(C)c2c(=N)n1-c1cc(Cl)ccc1C)C(=O)N1CCOCC1 (centres undefined)	2	-3
COc1ccc(OCCCC(=O)Nc2nnc(C3CCCO3)s2)cc1 (centres undefined)	5	-6
COc1ccc(OC)c(N(CC(=O)O)S(=O)(=O)c2ccc(OC)c(OC)c2)c1	1	4
CCC(=O)NC(c1ccccc1)c1nc2ccccc2[nH]1 (centres undefined)	-2	-4
COc1cc(C(=O)NCCC2=CCCCC2)cc(OC)c1OC	3	-3
CCc1nn(CC(=O)NCCCN2CCCC2=O)c(=O)c2cc3sccc3n12	-3	-6
CCCCn1c(=O)n(CC(=O)Nc2ccc(C)c(Cl)c2)c(=O)c2c1ncn2Cc1ccco1	-8	10
S=C(c1ccc(-c2cccc(Cl)c2)o1)N1CCOCC1	12	13
Cc1ccc2c(c1)-c1c(cnn1CC(=O)Nc1ccccc1N1CCN(C)CC1)CO2	5	2
Cc1cc(Nc2ccc(C)c(C)c2)n2nc(C)nc2n1	-8	5
CCOC(=O)C1=C(C)NC(SCC(=O)O)=NC1c1ccccc1 (centres undefined)	2	1
Cc1ccc(CNC(=O)CCCNS(=O)(=O)c2cccc3nonc23)cc1	9	16
CCOCCn1c(SCCc2ccccc2)nc2c1c(=O)[nH]c(=O)n2C	16	-1
On1c(-c2ccco2)nc2c1CCc1nonc1-2	1	-5
Cc1ccc(CNC(=O)CCCn2c(=O)c3ccccc3n(CC(=O)NC3CCCC3)c2=O)cc1	26	-2
CN(C)CCNC(=O)c1cc2cc(Br)ccc2oc1=O	6	4
c1ccc2[nH]c(N3CCOCC3)nc2c1	-5	0
COc1ccc(NCc2nnc(SCC(=O)N3CCCc4ccccc43)n2C)cc1	4	7
Cn1c(=O)n(Cc2ccccc2)c2ccccc21	7	-3
COc1cccc(-n2cnc3cccc(N)c32)c1	0	-3
CCN(C(=O)c1sc(N)c(C#N)c1C)C1CCCCC1	21	-1
CCCCn1c(N)c(Sc2ccc(C)cc2)c(=O)[nH]c1=O	1	0
O=C(c1c(Cl)nc2sccn12)N1CCCc2ccccc21	13	1
CCc1nnc(NC(=O)CSc2nc3c(c(=O)n2C)SC(C)C3)s1 (centres undefined)	5	-14
CCC1(C)COC2(OC1)C(=O)Nc1ccccc12 (centres undefined)	5	2
COc1cc(SC)ccc1C(=O)NC1CCCCC1	1	-2
CCOc1ccc(C(=O)c2cccs2)cc1	6	1
COc1ccc(-c2nc(CS(=O)CC(=O)N3CCCC3)c(C)o2)cc1 (centres undefined)	23	2
COC(=O)CNC(=O)C1CCN(c2nc(C)cc(C)n2)CC1	23	5
CCC(=O)Nc1nc2c(OC)ccc(C)c2s1	7	-10
CC1(C)Cc2c(C#N)c(N)sc(=S)c2CO1	-1	-5
CCOc1ccccc1OCCCC(=O)N1CCN(S(=O)(=O)c2cccc(F)c2)CC1	12	2
O=c1c2ccccc2ncn1Cc1nc2ccccc2s1	16	-1
Going on with the list:
SMILES	PostGolgi ctrl	PostGolgi yeast
COC(=O)CSc1ccc2c(N)c(C(=O)OC)sc2c1	3	0
CCOC(=O)N1CCN(C(=O)Nc2ccc3nc(-c4ccccn4)c(-c4ccccn4)nc3c2)CC1	-3	-14
Cc1ccc(N(C(=O)c2ccc3c(c2)OCO3)C2C=CS(=O)(=O)C2)cc1 (centres undefined)	3	10
CCc1nnc(NC(=O)c2ccc(NS(=O)(=O)c3ccccc3)cc2)s1	-12	-3
Cc1ccc(N2CC(C(=O)Nc3cc(C)ccc3F)CC2=O)cc1 (centres undefined)	3	4
CCOC(=O)c1c(O)c2c(n(Cc3ccco3)c1=O)CCCC2	3	-1

High-throughput results: PubChem BioAssay, SRMLSC

These rows are one share of the data, so the mix of outcomes need not match the whole.
